Screening results as filed in PubChem BioAssay.
EPAC2 ag = agonists of human EPAC2 (RAPGEF4). Q8WZA2. EPAC2 activation, biochemical qHTS; response scale: 100% = 6.5 mM cAMP response. Potency, µM (top dose mostly 154 µM), for the others: at the highest dose activation, most hits filed as activators. 0.079% of 360,000 active. AID 720711; also: nearly all actives have a fitted effect of over 50% in size
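Fluorescence exchange assay: 100 nM EPAC2 with 250 nM RAP1B-BODIPY-GDP and 50 uM GDP; compounds tested as a concentration-titration series (qHTS). Loss of Rap1-bound BODIPY-GDP fluorescence read at 480/540 nm; data normalized to 6.5 mM cAMP.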
EPAC1 antag = EPAC1 (human) antagonism. AID 720709. EPAC1 GEF assay, Rap1b-BODIPY-GDP exchange fluorescence. 0.14% of 360,000 active. Potency, µM (highest dose often 115 µM), for inactives: at the top dose activity change, negative = inhibition, usual class: inhibitors. O95398;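 also: plate controls were vehicle for no effect and positive control for full effect; nearly all actives have a fitted effect of over 50% in size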
TDP-43 yeast inh = inhibitors of TDP-43 toxicity in yeast; Potency, µM (top dose mostly 46.1 µM), for the others: at the highest dose growth rescue (activation), hits mostly activators; 1.8% of 410,000 active; TDP-43 expressing yeast growth rescue, BacTiter-Glo, 24 h; also: % of control where 0% means no effect; nearly all actives have a fitted effect of over 50% in size
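Cell-based yeast growth screen: TDP-43 expression induced in galactose, inoculum OD600=0.02 after raffinose pregrowth to mid-log. Read-out BacTiter-Glo luminescence at 24 hr, 30 deg C; inhibition of toxicity seen as signal increase.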
EPAC2 antag = blocks human EPAC2 exchange factor | EPAC2 GEF exchange of Rap1B-BODIPY-GDP, fluorescence | Potency, µM (top dose mostly 114 µM), for the others: top-dose activity, negative = inhibition, most hits filed as inhibitors | 0.18% of 360,000 active | AID 720708; also: % is scaled to controls: 0 for no effect and ±100 for the full control effect; nearly all actives have a fitted effect of over 45% in size; many of its hits are not listed in these tables
EPAC1 ag = EPAC1 (human) agonism; 0.073% of 360,000 active; EPAC1 agonist qHTS, biochemical assay; response scale: 100% = response to 6.5 mM cAMP; Potency, µM (series often up to 154 µM), for inactives: top-dose activation, hits mostly activators; also: nearly all actives have a fitted effect of over 60% in size
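Nucleotide exchange assay: 100 nM EPAC1 with 250 nM Rap1B loaded with BODIPY-GDP and 50 uM GDP, room temperature. Fluorescence (480/540 nm) read every 5 min for 30 min; signal change normalized to 6.5 mM cAMP as full agonist.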
FUS suppressor = FUS proteinopathy suppression in yeast | S. cerevisiae FUS-expressing, growth rescue, OD600, 24 h | Potency, µM (series often up to 76.6 µM), for the others: top-dose growth rescue (activation), actives largely listed as activators | 0.24% of 390,000 active;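 also: plate controls were DMSO vehicle for no effect and reference control for full effect; nearly all actives have a fitted effect of over 55% in size; some results filed as inactive show a strong effect at the top dose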
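Cultures pregrown in 2.5% raffinose medium are shifted to minimal medium containing 2% galactose to express toxic FUS. Compounds are tested at several concentrations. After 24hr at 30C, growth is quantified at 600 nm absorbance.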
PTHR1 ag = activates the human parathyroid hormone receptor PTHR1; Q03431; HEK293 GP2 PTHR1 cells, GloSensor cAMP luminescence, 1 h; Potency, µM (top dose mostly 115 µM), inactives show at the top dose activation, hits mostly activators; 0.075% of 410,000 active; AID 743266; also: nearly all actives have a fitted effect of over 55% in size; some results filed as inactive show a strong effect at the top dose; inactives centre near -15; many of its hits are not listed in these tables
Target sequence (Q03431 whole entry, looked up): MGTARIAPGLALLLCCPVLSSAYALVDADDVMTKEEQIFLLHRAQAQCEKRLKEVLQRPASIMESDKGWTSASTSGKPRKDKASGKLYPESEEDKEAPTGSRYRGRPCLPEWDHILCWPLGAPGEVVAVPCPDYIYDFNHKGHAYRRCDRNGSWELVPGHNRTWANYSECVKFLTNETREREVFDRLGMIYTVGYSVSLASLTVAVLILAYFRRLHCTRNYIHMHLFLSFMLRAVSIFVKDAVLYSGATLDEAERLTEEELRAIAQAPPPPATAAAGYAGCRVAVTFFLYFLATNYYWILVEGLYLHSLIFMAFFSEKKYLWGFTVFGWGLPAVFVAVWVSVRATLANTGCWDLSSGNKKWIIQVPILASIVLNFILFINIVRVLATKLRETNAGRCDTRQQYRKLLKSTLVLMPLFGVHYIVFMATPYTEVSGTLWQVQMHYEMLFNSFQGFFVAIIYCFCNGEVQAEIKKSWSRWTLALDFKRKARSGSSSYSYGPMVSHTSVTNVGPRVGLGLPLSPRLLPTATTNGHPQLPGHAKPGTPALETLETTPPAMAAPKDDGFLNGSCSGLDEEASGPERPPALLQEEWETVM
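HEK-293-derived GP2 cells expressing PTHR1 and a GloSensor cAMP reporter, 3,000/well, plated overnight, given luciferin plus IBMX (each 0.5 mM as added) for 1 h at 37 °C, then compound for 1 h at 37 °C. Luminescence was read after 15 min at room temperature.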
aSyn yeast inh = rescues yeast growth from alpha-synuclein toxicity; Yeast expressing alpha-synuclein, growth rescue, BacTiter-Glo, 24 h; Potency, µM (series often up to 46.1 µM), without a hit: at the top dose growth rescue (activation), hits mostly activators; 0.14% of 370,000 active; AID 652106; also: % of control where 0% means no effect; nearly all actives have a fitted effect of over 65% in size
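Screening used galactose-induced yeast with toxic alpha-synuclein levels, exposed to compound for 24 hr at 30 deg C. Cell growth, read with BacTiter-Glo luminescence, gave the measured signal.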
The depositor's hits bear a star; i = inactive; ? = inconclusive; nt = no result given; & = joins results of further samples; [ ] = dose if it differs, or a comment. Calls follow the shape of the dose curve; as a rule, active = well fitted curve in the direction sought with a large enough effect; inconclusive = small, poorly fitted or top-dose-only effect, or another doubt; inactive = no such curve, though single readings can be large; an effect the other way counts as inactive or inconclusive. Potency is read from the fitted curve at half-maximal effect.

Sample of the layout (two entries):
SMILES	EPAC2 ag	EPAC1 antag	TDP-43 yeast inh	EPAC2 antag	EPAC1 ag	FUS suppressor	PTHR1 ag	aSyn yeast inh
O=C(NC1CCCC1)c1cc(-c2ccccc2Cl)on1	2%	5%	26%	-1%	-4%	-3%	-13%	6%
CCc1nc2ccc(C(=O)N(C)CCN(C)C)cn2c1N(C)CCC(C)C	2%	-7%	17%	5%	2%	-2%	-13%	0%

Results, repeating the preview:
SMILES	EPAC2 ag	EPAC1 antag	TDP-43 yeast inh	EPAC2 antag	EPAC1 ag	FUS suppressor	PTHR1 ag	aSyn yeast inh
O=C(NC1CCCC1)c1cc(-c2ccccc2Cl)on1	2%	5%	26%	-1%	-4%	-3%	-13%	6%
CCc1nc2ccc(C(=O)N(C)CCN(C)C)cn2c1N(C)CCC(C)C	2%	-7%	17%	5%	2%	-2%	-13%	0%
CC(O)CCc1ccc(O)cc1 (stereo not drawn)	0%	-9%	-4%	-3%	-1%	nt	-15%	0%
COc1ccc(-c2nc(Cn3c(SCc4ccc(C)cc4)nc4ccncc43)c(C)o2)cc1OC	7%	-3%	3%	6%	4%	29%	i	-1%
Cc1cc(-c2ccccc2)n[nH]1	10%	10%	24%	5%	14%	-40%	-24%	-3%
CC(NC(=O)c1cc2cc(Cl)ccc2oc1=N)c1ccccc1 (stereo not drawn)	7%	4%	7%	-10%	-2%	-3%	i	0%
Cc1ccc(CN2CC(C(=O)N3CCN(S(=O)(=O)c4c(F)cccc4F)CC3)CC2=O)cc1 (stereo not drawn)	8%	2%	-13%	2%	-18%	11%	-96%	5%
CC1(C)CC(=O)C=C(Nc2ccc(Br)cn2)C1	-5%	15%	-17%	10%	-3%	-11%	-12%[57.5 µM]	12%
CCSc1nnc([C@@H](NC(=O)OC(C)(C)C)C(C)C)o1	5%	1%	-2%	-3%	0%	13%	-20%	?
CCN(c1ccccc1)S(=O)(=O)c1cc(NC(=O)C2CC2)ccc1Cl	13%	3%	11%	-6%	-5%	-1%	-30%[inhibitor]	-3%
COCCNC(=O)c1onc(CSc2ccccn2)c1C(=O)NCCOC	8%	-10%	3%	30%[activator]	-5%	1%	-2%	0%
CCN(CC)S(=O)(=O)c1ccc(C(=O)NCc2n[nH]c(=S)n2-c2ccc(Cl)c(Cl)c2)cc1	-3%	0%	?	-9%	2%	?	i	1%
CC1CCCC(C)N1CC(O)COCc1ccccc1F (stereo not drawn)	18%	16%	-14%	19%	1%	-47%	24%	-19%
CC(C)CC1NC(=S)N(C2CCCCC2)C1=O (stereo not drawn)	-6%	-1%	17%	16%	-19%	6%	-6%	-13%
Cc1ccc(C(=O)CSc2nnnn2C(C)C)c(C)c1	2%	-6%	-15%	1%	-29%	11%	-20%	0%
CC(=O)Nc1cccc(NC(=O)c2cc(C)on2)c1	4%	4%	-20%	6%	5%	15%	i	2%
COc1cc(C(=O)NCC(c2ccco2)N(C)C)cc(OC)c1OC (stereo not drawn)	-5%	1%	12%	-1%	1%	3%	-23%	1%
Cc1cc(OC(=O)CNC(=O)OC(C)(C)C)c2c(C)cc(=O)oc2c1	-18%	?	-11%	-1%	6%	27%	i	0%
Cc1cccc(N(C)C(=O)CCNS(=O)(=O)c2ccc3c(c2)CCN3C(=O)C2CC2)c1	nt	nt	3%	nt	nt	18%	i	-4%
CCC(NC(=S)NCc1ccc(F)cc1)c1ccccc1 (stereo not drawn)	13%	1%	16%	-17%	4%	-3%	-1%	-2%
Cc1ccc(CSC2=Nc3sccc3C3=NC(=O)CN23)cc1	-3%	-1%	14%	6%	17%	11%	-34%	nt
Cc1ccc(CSC2=NCCN2S(=O)(=O)c2ccccc2)cc1	7%	2%	0%	-17%	9%	30%	-22%	8%
O=C(c1ncc[nH]1)c1cccs1	5%	17%	0%	10%	-5%	-3%	i	0%
O=C1c2ccccc2NC(c2ccco2)N1/N=C/c1ccco1 (stereo not drawn)	4%	0%	-15%	-10%	9%	8%	i	-3%
COc1ccc(N(C)C(=O)c2onc3c2CCCC3)cc1	12%	2%	0%	4%	14%	nt	i	?
O=S(=O)(c1ccc(-c2cc(C(F)(F)F)on2)s1)N1CCCC1	0%	-15%	26%	3%	-8%	5%	-4%	4%
O=C(Nc1ccccc1)N1CCNCC1	11%	-22%	-3%	3%	-1%	-5%	24%	-5%
COc1ccc2oc(C(=O)Nc3nc4ccc(S(C)(=O)=O)cc4s3)c(C)c2c1	-8%	-29%	6%	?	4%	3%	-4%	2%
CCOc1ccccc1-c1cc(C(=O)N/N=C(\C)c2cccnc2)c2ccccc2n1	14%	10%	-21%	14%	5%	nt	2%	0%
CCN(C(=O)CSc1nc2ccc(C)cc2[nH]1)C1CCS(=O)(=O)C1 (stereo not drawn)	-1%	23%	0%	-4%	0%	13%	i	-3%[1.84 µM]
Cc1ccc(C(=O)Nc2sc(Cc3ccc4c(c3)OCO4)c(C)c2C(N)=O)cc1	-10%	?	8%	5%	-6%	-14%	i	9%
CC(C)(Oc1ccc(Cl)cc1)C(=O)Nc1ccncc1	-1%	-16%	-6%	-3%	-10%	11%	-33%[57.5 µM]	9%
COc1ccc(Nc2nc(C(=O)N3CCc4ccccc4C3)cs2)cc1	6%	-2%	-4%[0.397 µM]	-3%	4%	25%	-20%	0%
COc1ccc(-c2csc(Nc3ccccc3)[n+]2Cc2ccccc2)cc1	8%	-4%	2%	-20%	3%	16%	-31%[inhibitor]	-8%
CCc1nc2ccc(C(=O)NCCNC(C)=O)cn2c1N(CC)CCOC	2%	-5%	0%	14%	-9%	-16%	i	-1%
COc1ccc(C(=O)COC(=O)C2COc3ccccc3O2)cc1F (stereo not drawn)	21%	-17%	14%	-16%	4%	7%	i	0%
O=C(COc1ccc(Cl)cc1Cl)Nc1ccccc1F	5%	?	-15%	-1%	-20%	?	-75%[inhibitor]	-9%
Oc1ccc(CCNc2c3ccccc3nc3ccccc23)cc1O	4%	-5%	-1%	-8%	-2%	10%	i	1%
CCn1ncc(CN2CCN(Cc3cccc(OC)c3)C(CCO)C2)c1C (stereo not drawn)	-8%	14%	-11%[9.22 µM]	8%	-3%	26%	-13%	0%
Cc1ccccc1-c1cc2nc(NCCCN(C)C)n(C)c(=O)c2s1	3%	-19%	25%	-6%	-6%	-1%	-8%	-1%

Record cards (already shown). Order of screens: EPAC2 ag	EPAC1 antag	TDP-43 yeast inh	EPAC2 antag	EPAC1 ag	FUS suppressor	PTHR1 ag	aSyn yeast inh
`CCc1nc2ccc(C(=O)NCCNC(C)=O)cn2c1N(CC)CCOC` reads 2%	-5%	0%	14%	-9%	-16%	i	-1%
`COc1ccc(-c2csc(Nc3ccccc3)[n+]2Cc2ccccc2)cc1` reads 8%	-4%	2%	-20%	3%	16%	-31%[inhibitor]	-8%

Ordered by value in PTHR1 ag (highest first): 3 of the compounds above
smiles | PTHR1 ag
Cc1ccccc1-c1cc2nc(NCCCN(C)C)n(C)c(=O)c2s1 | -8%
CCn1ncc(CN2CCN(Cc3cccc(OC)c3)C(CCO)C2)c1C (stereo not drawn) | -13%
COc1ccc(Nc2nc(C(=O)N3CCc4ccccc4C3)cs2)cc1 | -20%

Other compounds follow.
SMILES	EPAC2 ag	EPAC1 antag	TDP-43 yeast inh	EPAC2 antag	EPAC1 ag	FUS suppressor	PTHR1 ag	aSyn yeast inh
COC(=O)[C@@]12CCCCN1[C@H](c1ccc(-c3ccc(OC)cc3)cc1)[C@@H]1C(=O)N(C)C(=O)[C@@H]12	7%	0%	3%	-5%	2%	17%	-3%	1%
CCn1c(SCC(=O)NCc2ccco2)nnc1-c1c[nH]c2ccccc12	10%	-9%	-5%	-1%	9%	19%	i	0%
COCCn1c(=NC(=O)/C=C/c2ccccc2Cl)sc2cc(NC(C)=O)ccc21	-4%	-1%	-1%	3%	-3%	nt	-19%	-4%
COc1ccc(C(=O)NCCCc2nc3ccccc3n2Cc2ccccc2C)cc1OC	11%	0%	16%	-17%	-5%	7%	-4%	7%
O=C(NCCCN1CCOCC1)C(=O)NCC1CCCO1 (stereo not drawn)	9%	10%	4%	10%	5%	nt	-19%	1%
O=C(COC(=O)c1ccc(O)cc1)Nc1cc(C(F)(F)F)ccc1Cl	3%	-4%	?	-3%	-7%	-27%	-15%	15%
Cc1nc2ccccc2n1C1CCN(CC(=O)Nc2ccccc2Br)CC1	0%	-15%	-13%	-17%	-10%	10%	-93%[inhibitor]	3%
O=C(NCC(c1ccco1)N1CCN(c2ccccc2)CC1)C(=O)NC1CCCCC1 (stereo not drawn)	-12%	13%	16%	6%	12%	-3%	i	-1%
COc1cc(/C=C/C(=O)NC(=O)c2ccccc2O)ccc1O	9%	2%	-1%	-3%	13%	1%	-11%	-3%
CCOCCCNC(=O)c1ccc2c(c1)ncn2-c1ccc(C)cc1C	3%	-19%	15%	0%	3%	12%	-19%	-6%
COc1ccc(C(=O)Nc2ccc(N3CCCCC3)cc2)cc1Br	-15%	-3%	3%	2%	0%	-4%	i	0%
CCOC(=O)NC1(C(F)(F)F)N=C(c2ccccc2)NC1=O (stereo not drawn)	-7%	3%	-38%[inhibitor]	-4%	-6%	36%	?	-17%
CC(C)c1ccc(NC(=O)Cn2ncn3c(cc4ccccc43)c2=O)cc1	-14%	-24%	14%	5%	-20%	5%	-3%	1%
COc1ccc(S(=O)(=O)N2CCC(C(=O)Nc3ccccc3N3CCCC3)CC2)cc1OC	-2%	6%	4%	-1%	-14%	26%	-6%	0%
C[C@H](CO)N1C[C@H](C)[C@@H](CN(C)C(=O)Nc2ccccc2F)Oc2cc(Br)ccc2S1(=O)=O	-2%	8%	0%	-6%	5%	11%	-21%	-1%
NC(=O)c1sc2nc3c(cc2c1N)CCC3	5%	-11%	12%	1%	2%	12%	i	7%
O=C1C=C(c2ccccc2)C[C@H](c2cccs2)[C@H]1n1nnc([N+](=O)[O-])n1	5%	0%	?	14%	8%	14%	-2%	-25%
COc1ccc(-n2cc(-c3ccccc3)c3c(=S)nc[nH]c32)cc1	11%	-23%	21%	3%	-9%	9%	-7%	-8%
CC(O)(c1cccnc1)c1nc(-c2ccc(S(C)(=O)=O)cc2)cs1 (stereo not drawn)	6%	9%	2%	2%	-20%	2%	i	5%
O=[N+]([O-])c1ccc2n[nH]nc2c1	-2%	5%	-13%	3%	-3%	9%	-14%	1%&2%
CN(Cc1ccccc1)C(=O)CCCn1c(=O)c2cccn2c2cccnc21	8%	6%	7%	1%	13%	22%	i	14%
Cc1ccc(-n2ccn(CC(=O)NCCc3ccccc3)c(=O)c2=O)cc1C	4%	2%	13%&13%	4%	5%	6%&-12%	-7%	4%
CC(=O)N1CCN(C(=O)c2ccc(C)c(S(=O)(=O)N3CCCCC3)c2)CC1	1%	7%	12%	9%	11%	nt	i	-4%

A portion of the library. The share of hits here may be higher or lower than overall.
